Screens deposited in PubChem BioAssay by several laboratories.
RGS8-Gao reg: RGS8-Galphao binding modulators, primary screen, biochemical, multiplexed bead flow cytometry; AID 1423, 2008; response (percent of control binding), % at 10 µM; Guanine nucleotide-binding protein G(o) subunit alpha (Homo sapiens), P09471; actives lie on both sides; 220,000 tested, 0.34% active; in the data active = response below about 60% or above about 140%; inactive = in between;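 note: Galphao activated as the GDP aluminium fluoride complex binding bead-coupled RGS8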
Mcl1 Noxa PPI: Mcl-1/Noxa binding inhibitors, primary screen, biochemical, TR-FRET, 1536-well; Induced myeloid leukemia cell differentiation protein Mcl-1 (Homo sapiens), Q07820; TR-FRET Mcl-1/Noxa peptide binding, 2 h; inhibition, % at 21.7 µM; 220,000 tested, 1.5% active; AID 1022, 2008;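 active = compounds that cut the protein-peptide binding signal by more than 50% relative to plate controls in a single-dose test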;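 note: His-tagged Mcl-1 with rhodamine Noxa BH3 peptide and terbium anti-His antibody; 0% = Mcl-1 plus Noxa peptide wells and 100% = peptide-only wells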
Target sequence (Q07820 whole entry, looked up): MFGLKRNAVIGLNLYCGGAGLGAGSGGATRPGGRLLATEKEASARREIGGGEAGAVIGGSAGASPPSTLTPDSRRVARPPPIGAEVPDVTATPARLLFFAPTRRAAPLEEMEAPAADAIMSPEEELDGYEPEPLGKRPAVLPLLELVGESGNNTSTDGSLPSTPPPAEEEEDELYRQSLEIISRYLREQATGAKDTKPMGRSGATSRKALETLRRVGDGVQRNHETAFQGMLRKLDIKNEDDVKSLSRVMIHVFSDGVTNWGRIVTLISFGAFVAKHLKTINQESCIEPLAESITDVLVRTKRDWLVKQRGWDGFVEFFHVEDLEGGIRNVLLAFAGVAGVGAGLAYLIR
Pf gametocyte: late stage P. falciparum gametocyte viability inhibitors, primary screen, ATP luminescence, HTS | P. falciparum stage V gametocytes, 24 h | inhibition, % at 10.9 µM | 150,000 tested, 0.065% active;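 active = inhibition above the mean plus 3 SD of compounds within the control limits, set per campaign, cut at about 38% in these data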;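 note: 0% = DMSO wells and 100% = medium only without gametocytes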
Mcl1 Bid PPI: Mcl-1/Bid binding inhibitors, primary screen, biochemical, TR-FRET, 1536-well. AID 1021, 2008. TR-FRET Mcl-1/Bid-Dy647 peptide binding. Induced myeloid leukemia cell differentiation protein Mcl-1 (Homo sapiens), Q07820. 220,000 tested, 0.97% active. inhibition, % at 21.7 µM;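 active = compounds that cut the binding signal by more than half at the single screening dose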;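 note: His-tagged Mcl-1 with europium anti-His antibody binding Bid BH3 peptide; 0% = Mcl-1 plus peptide wells and 100% = peptide-only wells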
GSH fluor: compound fluorescence on glutathione beads, profiling panel, artefact control, biophysical, 488/530 nm, flow cytometry; GSH beads flow cytometry, compound fluorescence 488/530 nm; hits give high values; fluorescence (KMESF) at 10 µM; 190,000 tested, 0.25% active; AID 1776, 2009; in the data active = fluorescence above about 89;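 note: glutathione beads carrying GST-tagged Bcl family fusion proteins plus one bare bead set; values are compound well signal with DMSO vehicle wells as background; inactives centre near 16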
RGS4-Gao reg: modulators of RGS4 binding to Galphao, primary screen, biochemical, multiplexed bead flow cytometry. actives lie on both sides. binding response (% of control), % at 10 µM. 220,000 tested, 0.33% active. AID 1415, 2008; in the data active = binding response below about 49% or above about 150%; inactive = in between;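 note: fluorescent Galphao activated with aluminum fluoride binding bead-coupled RGS4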
ABCB1 block: ABCB1 efflux pump inhibitors, primary screen, cell-based, multiplex, flow cytometry, ABCG2 counter-screen. CCRF-Adr cells, JC-1 efflux. ATP-dependent translocase ABCB1 (Homo sapiens), P08183. 190,000 tested, 0.067% active. inhibition, % at 6.6 µM; in the data active = inhibition above about 40%;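 note: 0% = vehicle and 100% = reference inhibitor; higher value means more JC-1 retained so stronger ABCB1 efflux block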
RGS7-Gao reg: RGS7-Galphao binding modulators, primary screen, biochemical, multiplexed bead flow cytometry | Guanine nucleotide-binding protein G(o) subunit alpha (Homo sapiens), P09471 | actives lie on both sides | 220,000 tested, 0.35% active | binding response (% of control), % at 10 µM | AID 1439, 2008; in the data active = binding response below about 49% or above about 150%; inconclusive = no clear call, values can overlap the other calls; inactive = in between;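 note: fluorescent Galphao held in activated GDP-AlF4 state binding bead-coupled RGS7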
Bim-Mcl-1: inhibitors of Bim peptide binding to Mcl-1, primary screen, biochemical, bead-based flow cytometry, multiplex | Bim peptide-Mcl-1 binding | AID 1009, 2008 | inhibition, % at 10 µM | 190,000 tested, 0.1% active; in the data active = inhibition above about 40%;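 note: 0% = no compound tracer wells and 100% = peptide blocker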
Avidin fluor: green autofluorescence of compounds with avidin beads – biophysical, 488/530 nm, flow cytometry, artefact control, profiling panel. fluorescence (KMESF) at 10 µM. AID 1775, 2009. compound fluorescence 488/530 nm; hits give high values. 220,000 tested, 0.38% active; in the data active = fluorescence above about 47; note: inactives centre near 10
ABCG2 block: ABCG2 efflux pump inhibitors, primary screen, multiplex with ABCB1, IgMXP3 cells, flow cytometry | inhibition, % at 6.6 µM | JC-1 efflux | Broad substrate specificity ATP-binding cassette transporter ABCG2 (Homo sapiens), Q9UNQ0 | 190,000 tested, 0.1% active | AID 1325, 2008;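 active = inhibition above 80%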;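 note: 0% = DMSO and 100% = nicardipine control wells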
Target sequence (Q9UNQ0 whole entry, looked up): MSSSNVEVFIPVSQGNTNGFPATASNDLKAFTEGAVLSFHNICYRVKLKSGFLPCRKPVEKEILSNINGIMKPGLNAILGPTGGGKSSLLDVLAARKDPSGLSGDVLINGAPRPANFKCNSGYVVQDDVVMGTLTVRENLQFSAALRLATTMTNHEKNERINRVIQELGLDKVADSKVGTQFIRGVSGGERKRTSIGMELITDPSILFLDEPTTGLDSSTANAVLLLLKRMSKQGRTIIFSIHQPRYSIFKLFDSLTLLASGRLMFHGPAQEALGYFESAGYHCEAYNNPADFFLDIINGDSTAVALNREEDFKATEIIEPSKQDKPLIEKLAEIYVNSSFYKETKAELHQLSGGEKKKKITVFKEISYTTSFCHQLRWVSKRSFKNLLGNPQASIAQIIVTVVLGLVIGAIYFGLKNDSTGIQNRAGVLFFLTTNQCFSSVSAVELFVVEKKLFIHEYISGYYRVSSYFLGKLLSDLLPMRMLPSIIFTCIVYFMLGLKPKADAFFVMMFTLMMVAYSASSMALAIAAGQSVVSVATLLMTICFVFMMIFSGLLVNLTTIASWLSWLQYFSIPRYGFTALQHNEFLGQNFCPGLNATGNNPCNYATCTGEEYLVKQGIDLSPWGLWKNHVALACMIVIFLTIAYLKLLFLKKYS
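Times: 10 min at 25 °C | Test system: Two drug-resistant human cell lines, ABCG2 and ABCB1 | Quantity: 3 million cells/mL final, two lines in 1:1 ratio | Signal: Flow cytometry, 530 nm JC-1 signal | Dosing: Compound at 6.6 µM | Controls: Nicardipine and DMSO wells | Reagent: JC-1 as fluorescent efflux pump substrate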
* hit, by the source's call; u = inconclusive; x = not tested or not shown; + = active, no number.

SMILES	RGS8-Gao reg	Mcl1 Noxa PPI	Pf gametocyte	Mcl1 Bid PPI	GSH fluor	RGS4-Gao reg	ABCB1 block	RGS7-Gao reg	Bim-Mcl-1	Avidin fluor	ABCG2 block
CCn1nc(C)c(Br)c1-c1nc(-c2ccc(C)cc2)no1	101.0	5.8	-17.4	-5.9	x	101.8	x	u	x	6	x
COc1ccc(OC)c(NC(=O)CCN2CCN(c3ccccc3)CC2)c1	103.6	4.4	x	-65.3	6	105.4	0.7	102.3	-1.0	7	2.8
C=CCn1c(C(C)NC(=O)C(C)(C)C)nc2ccccc21 (stereo not given)	101.8	-15.5	x	3.5	23	101.4	-0.1	99.7	-2.0	8	-1.0
O=C(Nc1cccc2ccccc12)/C(=C/c1cccc([N+](=O)[O-])c1)NC(=O)c1cccs1	93.7	0.3	x	-10.8	10	98.9	-0.1	95.6	0.0	17	6.2
COc1ccc(/C=C/C(=O)Nc2ccc(C(N)=O)cc2)cc1OC	102.2	6.0	6.8	-10.7	x	98.9	x	u	x	7	x
Cc1cc(C(=O)COc2cccc3cccnc23)c(C)n1C	99.6	-3.6	6.7	-57.0	26	99.6	1.3	99.1	-4.0	7	7.1
COc1ccc(NC(=O)CSc2nnc(NC(=O)c3ccccc3C(=O)O)s2)cc1	104.7	12.7	10.4	-8.6	10	103.1	-0.1	99.8	1.0	12	2.6
COc1ccc(N2CCN(C(=S)NC(=O)c3cccs3)CC2)c([N+](=O)[O-])c1	93.5	-43.0	-3.0	-84.0	27	89.8	0.2	86.2	-1.0	9	1.9
Cc1ccc(-c2nc(C(=O)O)cs2)cc1	95.1	38.7	3.4	-26.0	20	89.8	1.3	98.7	0.0	5	8.4
COCCN1CCC(CNCc2cn(-c3cc(C)ccc3C)nc2-c2ccccc2)C1 (stereo not given)	99.4	17.2	1.1	-47.7	14	99.3	1.0	105.3	-2.0	12	4.5
CN(C)S(=O)(=O)c1ccc(-c2csnn2)s1	92.5	-1.5	-0.3	1.8	35	97.1	0.4	93.8	0.0	6	1.7
CSc1nc(C)c2c(n1)N(c1ccc(F)cc1)CC2	102.8	28.2	x	34.8	21	101.6	0.7	104.8	0.0	18	8.1
N#Cc1c(N2CCCC(O)C2)nc(N)c2c(N)nc3c(c12)CC(=O)N3C12CC3CC(CC(C3)C1)C2 (stereo not given)	106.0	38.7	x	-21.5	6	94.2	-0.6	98.6	0.0	14	-0.9
COC(=O)c1cnn(-c2ccccc2)c1/C=N/NC(=S)Nc1ccc(Cl)cc1	96.5	11.0	4.8	-19.1	x	95.3	x	u	x	8	x
Cc1c(C(=O)NCCc2ccccc2)oc2ccc(S(=O)(=O)N3CCOCC3)cc12	104.1	7.0	x	0.5	16	103.2	0.7	97.9	-3.0	11	1.7
O=C(CN1CCOCC1)N/N=C/c1ccco1	103.3	8.8	14.6	-6.6	17	103.9	-0.2	100.1	1.0	8	0.7
CCN1/C(=C/c2ccc3cc(C)ccc3[n+]2CC)Sc2cc(C)ccc21	93.1	8.2	12.1	-20.2	11	104.2	10.0	104.1	4.0	24	+
CCc1ccccc1NC(=S)NCc1ccc2c(c1)OCO2	101.8	-1.0	-21.0	-168.4	11	98.7	0.0	102.3	-6.0	8	-1.4
CC(/C=N/N1CCN(c2ccccn2)CC1)=C\c1ccccc1	100.2	14.1	10.9	-43.2	11	101.2	-0.2	100.2	-4.0	9	0.0
CCOC(=O)c1cc(C(C)C)sc1NC(=O)COC(=O)CCS(=O)(=O)c1ccccc1	104.7	-5.7	2.4	-5.2	10	104.0	0.6	105.1	-3.0	6	18.8
COc1ccc(-c2cnc3nc[nH]c(=O)c3n2)cc1	x	8.8	-17.6	-4.4	16	x	2.2	x	-3.0	x	1.5
N#CC(c1ccc(=O)[nH]n1)c1ccc(Cl)cc1Cl (stereo not given)	101.2	-4.5	-0.9	-8.5	15	98.8	-0.2	107.4	0.0	10	-2.1
Cc1ccc(-c2nnc(OCC3CCCO3)c3ccccc23)cc1 (stereo not given)	106.1	15.9	-12.1	-3.6	27	101.8	1.1	108.1	0.0	9	8.0
Cc1cc2n(n1)C(c1ccc(N(C)C)cc1)Nc1ccccc1-2 (stereo not given)	101.2	13.2	-16.8	-29.7	11	101.4	-5.0	105.3	0.0	10	-7.1
Cc1ccc(C(=O)NNC(=O)c2cccc(C)c2)cc1	100.5	0.5	-22.0	-8.4	13	101.6	0.5	98.1	-2.0	8	2.3

More results
SMILES	RGS8-Gao reg	Mcl1 Noxa PPI	Pf gametocyte	Mcl1 Bid PPI	GSH fluor	RGS4-Gao reg	ABCB1 block	RGS7-Gao reg	Bim-Mcl-1	Avidin fluor	ABCG2 block
COCCOC(=O)C(CC(=O)O)NCc1ccco1 (stereo not given)	98.8	5.2	-14.9	-2.8	x	98.7	x	u	x	6	x
O=C(COC(=O)c1ccc(S(=O)(=O)N2CCCC2)cc1)NCc1ccc(Cl)cc1	100.3	4.7	x	12.0	21	99.7	1.1	100.6	4.0	30	4.0
CN(C)/C=N/c1cc(=O)[nH]c(=O)n1Cc1ccccc1	101.5	-11.4	-5.8	-17.4	18	102.4	-0.2	100.5	-2.0	9	0.0
O=C(CSc1ccc(-c2ccccn2)nn1)NC1CCCC1	96.2	-12.4	-9.9	-5.2	20	98.4	0.5	96.8	0.0	6	7.7
O=C(CCC(=O)N1CCOCC1)Nc1nnc(C2CCCCC2)s1	100.5	15.1	14.5	6.5	9	104.1	1.1	99.2	1.0	13	4.7
Cc1nc(N2CCOCC2)c2c(C)c(C(=O)Nc3ccccc3C(F)(F)F)sc2n1	99.3	-14.9	-11.4	-2.2	16	93.1	0.3	94.9	-6.0	10	2.8
COc1ccccc1-c1nnc(SCc2nc3ccccc3[nH]2)n1C	100.5	x	-14.7	-33.0	33	99.6	0.7	100.2	-2.0	11	7.8
Cc1oc(-c2ccc(Cl)cc2)cc1C(=O)/C(C#N)=C/Nc1cccc(OC(F)(F)F)c1	103.1	-8.2	10.3	-19.2	x	77.6	x	u	x	7	x
CCN(c1ccccc1)S(=O)(=O)c1cc([N+](=O)[O-])ccc1N	101.6	-23.6	-36.6	-13.1	16	100.0	0.0	100.0	-2.0	11	0.5
O=C(Nc1ccccc1-c1ccccc1)c1ccc(Br)o1	88.6	11.6	x	24.4	24	93.1	-1.8	92.7	-2.0	5	43.3
CC(C)(C)OC(=O)C(Cl)(C(=O)OC(C)(C)C)c1ccc2nnnn2n1	106.9	7.9	-2.3	-4.6	10	101.9	0.8	102.4	-4.0	23	4.4
COc1cccc(NC(=O)OCCN2CCN(Cc3ccccc3)CCC2=O)c1	99.4	4.6	x	-13.0	18	100.1	0.3	98.8	-1.0	11	2.5
S=c1[nH]nc(-c2cccnc2)n1/N=C/C=C/c1ccccc1	80.7	15.3	x	-44.9	9	90.2	-3.7	87.6	-7.0	13	-20.9
COC(=O)c1ccc(Nc2c([N+](=O)[O-])c(=O)oc3ccccc23)cc1	100.8	5.4	-4.8	2.4	x	104.9	x	u	x	8	x
Cc1ccccc1N1CCN(C(=O)CN2C(=O)c3ccccc3C2=O)CC1	102.1	-1.8	x	-12.0	7	103.8	0.6	96.2	-1.0	14	0.9
O=C(CSc1cc(Cl)ccc1Cl)NCC(=O)Nc1ccc(F)c(F)c1F	96.1	-2.4	-19.8	10.7	11	96.2	0.7	90.1	-3.0	5	17.8
COc1cccc2[nH]c(C(=O)NN)c(N)c12	102.8	30.5	-5.2	-30.1	x	104.2	x	u	x	7	x
C(=N\c1c(-c2ccccc2)nc2n1CCS2)/c1ccccc1	97.5	8.4	x	-10.4	27	93.6	1.3	101.1	-1.0	5	7.8
CCN(CC)c1ccc(/C=N/N2CCN(Cc3ccc(Cl)cc3)CC2)c(O)c1	99.0	6.7	-12.8	-6.1	x	97.8	x	u	x	7	x
CC(NC(=O)CN1CCc2ccccc21)c1ccccc1 (stereo not given)	101.8	13.1	x	-64.5	16	99.6	1.2	101.5	-2.0	7	6.7
O=C(N/N=C/C1CC2CCC1C2)c1ccc2c(c1)OCO2 (stereo not given)	100.8	8.2	-3.2	-7.9	6	101.3	0.3	103.1	-5.0	2	0.4
O=S(=O)(Nc1ccncc1Cl)c1cccc(Cl)c1Cl	95.8	0.5	12.5	-13.9	x	90.7	x	u	x	7	x
O=C(Nc1ccc(Cl)c(C(F)(F)F)c1)c1ccncc1	101.5	14.5	x	0.5	15	100.3	-1.0	98.2	-1.0	x	38.8
COc1cc(/C=N/NC(=O)CCc2c(C)n[nH]c2C)cc(OC)c1OC	104.5	5.2	0.6	-8.1	10	101.3	-0.2	109.8	2.0	11	1.1
O=C(CNC(=O)c1ccccc1)OC(C(=O)c1ccccc1)c1ccccc1 (stereo not given)	102.5	2.9	-6.7	11.6	11	99.3	-0.5	97.0	-2.0	7	-4.0

(continued)
SMILES	RGS8-Gao reg	Mcl1 Noxa PPI	Pf gametocyte	Mcl1 Bid PPI	GSH fluor	RGS4-Gao reg	ABCB1 block	RGS7-Gao reg	Bim-Mcl-1	Avidin fluor	ABCG2 block
Cc1cc(NC(=O)CSc2nc(-c3ccccc3)c(C#N)c(=O)[nH]2)no1	103.5	-1.1	-0.8	-14.2	11	107.9	-0.3	107.6	1.0	16	-1.0
COc1ccc2c(c1)C1NC(=S)NC(C)(O2)C1C(=O)Nc1ccc(Cl)cc1 (stereo not given)	98.3	11.4	-13.7	-9.9	8	98.6	0.0	100.7	3.0	10	0.9
C/C=C/Cn1c(SCc2ccc(C)cc2)nc2c1c(=O)[nH]c(=O)n2C	96.8	-2.4	-11.0	-20.7	31	97.6	0.6	106.3	19.0	10	8.5
Oc1ccccc1/C=N/n1c(-c2cccs2)n[nH]c1=S	98.4	-1.5	x	-33.8	19	100.7	-0.1	101.5	-3.0	10	0.1
COc1ccc(N2C(=O)CN=C2Nc2cccc(C)c2C)cc1OC	100.2	-6.6	x	-8.5	23	98.1	0.2	99.3	0.0	35	0.8
Cc1nnc(NC(=O)CSc2nnnn2Cc2ccccc2)s1	90.7	-2.9	-15.8	-20.6	25	82.7	0.1	86.2	0.0	8	2.5

Two compounds from above with just RGS7-Gao reg and RGS4-Gao reg.
compound	RGS7-Gao reg	RGS4-Gao reg
Cc1nnc(NC(=O)CSc2nnnn2Cc2ccccc2)s1	86.2	82.7
Cc1cc(NC(=O)CSc2nc(-c3ccccc3)c(C#N)c(=O)[nH]2)no1	107.6	107.9
